From PubChem
PDI inh – inhibitors of human protein disulfide isomerase; P07237; PDI insulin aggregation turbidity, A650, 90 min; inhibition, % at 10 µM; 350,000 tested, 0.052% active; AID 588391;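 active means mean inhibition across replicates of 30% or more, whatever share of single replicates reach that level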;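 further: absorbance from insulin aggregation driven by PDI reduction with DTT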
Target sequence (P07237 whole entry, looked up): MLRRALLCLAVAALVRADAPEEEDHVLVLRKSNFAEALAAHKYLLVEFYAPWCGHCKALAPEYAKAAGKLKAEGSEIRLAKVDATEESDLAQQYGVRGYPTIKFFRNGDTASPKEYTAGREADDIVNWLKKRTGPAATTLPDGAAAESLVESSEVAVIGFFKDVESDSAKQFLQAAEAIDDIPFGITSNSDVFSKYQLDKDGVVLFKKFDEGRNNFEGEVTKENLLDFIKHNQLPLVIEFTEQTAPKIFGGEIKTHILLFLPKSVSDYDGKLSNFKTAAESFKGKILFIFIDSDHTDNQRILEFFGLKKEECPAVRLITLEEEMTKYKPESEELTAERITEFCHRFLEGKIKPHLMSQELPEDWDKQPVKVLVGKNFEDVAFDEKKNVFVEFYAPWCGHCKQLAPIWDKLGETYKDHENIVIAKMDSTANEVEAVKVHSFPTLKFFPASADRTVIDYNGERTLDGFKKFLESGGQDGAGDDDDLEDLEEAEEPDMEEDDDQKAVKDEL
MITF TRPM1 inh – inhibitors of MITF-driven TRPM1 promoter in melanoma cells; SK-MEL-5 TRPM1 promoter luciferase, 24 h; inhibition, % at 12.5 µM; 330,000 tested, 0.83% active; AID 488899;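 active means mean inhibition across replicates of 60% or more, whatever share of single replicates reaches that level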; further: values of inactives mirror those of a sister screen read the other way
NR2E3 ag-1 – activates human NR2E3 receptor | 360,000 tested, 0.35% active | inhibition of corepressor binding, % at 3.98 µM | Q9Y5X4 | CHO-S Gal4-NCOR/VP16-NR2E3 two-hybrid, luciferase | AID 602229;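 active means inhibition above the mean of all tested compounds plus 3 SD, cut at about 70% in these data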;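 further: 0% = DMSO with NR2E3 transfected cells and 100% = cells lacking NR2E3 construct; higher means lower luciferase signal from less NR2E3 corepressor binding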
HIF-2a block – blocks HIF-2a reporter activity | 786-0 RCC cells HIF-2a reporter, luciferase luminescence, overnight | inhibition, % at 18.8 µM | 360,000 tested, 0.72% active;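 active means inhibition of the luminescence signal of 40% or more relative to plate controls, in a single-dose primary screen at 18.75 µM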
hiPSC survival – hiPSC single-cell survival enhancement | ATPlite luminescence; 100% = ROCK inhibitor wells, 0% = DMSO | survival enhancement, % at 20 µM | 360,000 tested, 0.044% active | AID 602274; in the data active means survival enhancement above about 18%;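 further: cells exposed to compounds for 16 hours before the ATP read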
NR2E3 ag-2 – activates human photoreceptor nuclear receptor NR2E3; GST-NR2E3/biotin-RetCOR TR-FRET, 1536-well; inhibition of corepressor binding, % at 4.78 µM; 320,000 tested, 0.12% active; AID 2300;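 active means percent inhibition above the cutoff of mean plus 3 SD of all tested compounds, set per screening campaign, cut at about 20% in these data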;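 further: 0% = DMSO wells and 100% = biotin wells as full block of FRET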
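System: GST-NR2E3 and biotin-RetCOR proteins; probe or stimulus: 7 nM biotin-RetCOR; doses: compound at 4.8 µM, single dose; schedule: Compound–protein incubation for 5 h at 4 °C; detection: time-resolved FRET; read-out: percent inhibition; controls: biotin wells as high control, 0.6% DMSO wells as low control; format: 1536-well plates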
Shn3 inh set2 – Schnurri-3 reporter inhibition in Clone20 osteoblasts; Clone20 osteoblast Shn3 3'UTR firefly luciferase, 24 h; inhibition, % at 12.5 µM; 360,000 tested, 0.52% active; AID 588674;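 active means mean inhibition of at least 75% with every replicate also reaching 75%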;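 further: 0% = median of neutral control wells and 100% = pilot-screen positive control compound; some compounds past the cut are filed as inactive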
Peg3 promoter – Peg3 promoter activity inhibition | inhibition, % at 20 µM | 360,000 tested, 1.7% active | HeLa PEG-Prom luciferase reporter, luminescence, overnight;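 active means inhibition of at least 50% at 20 µM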
HTR2A ag – agonists of mouse serotonin 5-HT2A receptor (HTR2A); CHO-K1 mHTR2A beta-arrestin complementation, luminescence; percent of 30 µM serotonin response; activation, % at 7.6 µM; 360,000 tested, 0.66% active;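 active means activation above a run cutoff, the mean activation of all tested compounds plus 3 SD, cut at about 14% in these data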;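 further: 0% = plate median of compound wells and 100% = 30 µM serotonin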
Target sequence (P35363 whole entry, looked up): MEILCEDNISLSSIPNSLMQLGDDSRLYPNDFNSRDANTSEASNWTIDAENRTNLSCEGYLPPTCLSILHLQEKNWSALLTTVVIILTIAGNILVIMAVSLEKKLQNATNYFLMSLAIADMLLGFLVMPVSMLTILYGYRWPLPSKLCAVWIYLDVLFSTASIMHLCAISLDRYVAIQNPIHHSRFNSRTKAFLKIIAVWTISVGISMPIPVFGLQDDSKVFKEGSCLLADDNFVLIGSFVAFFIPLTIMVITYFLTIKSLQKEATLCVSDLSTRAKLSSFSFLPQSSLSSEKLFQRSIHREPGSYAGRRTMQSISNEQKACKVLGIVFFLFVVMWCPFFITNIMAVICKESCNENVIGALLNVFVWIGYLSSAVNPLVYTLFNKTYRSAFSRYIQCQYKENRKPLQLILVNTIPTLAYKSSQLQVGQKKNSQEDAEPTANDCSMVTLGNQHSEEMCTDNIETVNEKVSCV
H9c2 protect – myocardial damage modulation in H9c2 cells; H9c2 cardiomyocytes, H2O2 injury protection, ATPLite, 2 h; protection from H2O2 cell death, % at 20 µM; 360,000 tested, 0.63% active; AID 588492;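 active means compounds giving at least 50% protection of heart cells from peroxide-induced death in the single-dose screen, raw or plate-pattern-corrected value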;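 further: 0% = DMSO wells with peroxide and 100% = DMSO wells without peroxide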
CaV13 ICDI inh – Disruptors of the CACNA1D IQ motif to Ca2+-dependent inactivation inhibitor domain association, primary screening, Förster resonance energy transfer in intact living …; 340,000 tested, 0.098% active; AID 743397; inhibition, % at 12.3 µM; HEK cells, CFP/YFP FRET ICDI-IQ, plate reader, 10 min; percent FRET-ratio fall versus neutral wells;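 active means mean replicate inhibition of at least 30% and at least 1% of replicates passing that level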;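 further: 0% = median of the neutral control wells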
* hit, by the source's call; . = not tested or not shown.

SMILES	PDI inh	MITF TRPM1 inh	NR2E3 ag-1	HIF-2a block	hiPSC survival	NR2E3 ag-2	Shn3 inh set2	Peg3 promoter	HTR2A ag	H9c2 protect	CaV13 ICDI inh
Cc1onc(-c2ccccc2Cl)c1C(=O)Nc1ccc(CN2CCCC2)cc1	-6	2	-8	11	-0.3	3	-8	7	-6	9	-7
C[C@H](CO)N1C[C@H](C)[C@@H](CN(C)Cc2ccc(C(=O)Nc3ccccc3N)cc2)Oc2c(NC(=O)C3CCCCC3)cccc2C1=O	2	6	-15	4	-1.1	.	12	5	0	31	-4
CC1(C)Cc2c(C#N)c(N)n(-c3ccccc3)c(=S)c2CO1	-3	-3	-31	8	-0.6	-3	9	19	6	-2	-5
O=C(NCc1ccccn1)C1CCC(CNS(=O)(=O)c2cccc3nsnc23)CC1 (stereo unspecified)	2	5	-8	14	-0.9	-3	-2	7	-1	-2	-6
O=C(Nn1c(-c2ccc(Br)cc2)nc2ccccc2c1=O)c1ccc([N+](=O)[O-])cc1	3	6	17	4	-2.7	0	22	3	9	-10	2
Cc1cccc(C(=O)OCC(=O)N2CCC(c3ccccc3)=N2)c1O	7	-12	-36	-13	0.1	0	1	-17	0	-5	-6
COc1ccc2[nH]c(=O)c(CN(CCO)C(=O)c3cccs3)cc2c1	-1	-5	2	10	1.6	4	-7	5	4	5	-6
CC(O)(c1cccnc1)c1nc(-c2cccc3cccnc23)cs1 (stereo unspecified)	-5	.	3	-2	0.1	.	-7	1	4	8	-6
CC(C(=O)Nc1cccc([N+](=O)[O-])c1)N1C(=O)NC2(CCCC2)C1=O (stereo unspecified)	-8	0	-24	9	-0.5	4	-8	17	-4	8	-4
CCCc1ccc(Oc2cn[nH]c2-c2ccc(O)cc2O)cc1	-10	18	17	-6	0.8	3	27	25	-6	-20	-3
C=CCNC(=O)c1ccc(S(=O)(=O)CC)c(Cl)c1Cl	-1	4	1	13	-0.4	-5	-4	-8	2	4	5
COc1ccc(Nc2nc(N)c(C(=O)c3ccc(OC)cc3)s2)cc1	-2	-44	-36	-82	-0.1	-1	-7	-5	3	-7	-5
CC(C(=O)Nc1ccc2c(c1)OCO2)n1cnc2c1c(=O)n(C)c(=O)n2C (stereo unspecified)	5	9	-16	-6	-0.4	2	-11	-20	-3	-3	-5
CCCC(=O)OCC(=O)Nc1ccccc1Sc1ccccc1	3	-1	-18	4	3.3	-3	14	1	-2	-5	-8
COc1ccc(S(=O)(=O)N2CCC(C(=O)N3CCOCC3)CC2)cc1OC	1	6	16	-2	-3.8	5	-11	1	2	1	-8

Record cards, from the list above:
Results for COc1ccc(S(=O)(=O)N2CCC(C(=O)N3CCOCC3)CC2)cc1OC → PDI inh = 1; MITF TRPM1 inh = 6; NR2E3 ag-1 = 16; HIF-2a block = -2; hiPSC survival = -3.8; NR2E3 ag-2 = 5; Shn3 inh set2 = -11; Peg3 promoter = 1; HTR2A ag = 2; H9c2 protect = 1; CaV13 ICDI inh = -8
Results for Cc1onc(-c2ccccc2Cl)c1C(=O)Nc1ccc(CN2CCCC2)cc1 → PDI inh = -6; MITF TRPM1 inh = 2; NR2E3 ag-1 = -8; HIF-2a block = 11; hiPSC survival = -0.3; NR2E3 ag-2 = 3; Shn3 inh set2 = -8; Peg3 promoter = 7; HTR2A ag = -6; H9c2 protect = 9; CaV13 ICDI inh = -7

The results go on:
SMILES	PDI inh	MITF TRPM1 inh	NR2E3 ag-1	HIF-2a block	hiPSC survival	NR2E3 ag-2	Shn3 inh set2	Peg3 promoter	HTR2A ag	H9c2 protect	CaV13 ICDI inh
Cc1c(Br)cc(-c2nnco2)cc1Br	16	-8	-19	5	-2.1	2	13	-10	0	3	-10
O=C1CCC/C1=C\c1ccccc1	2	-1	-9	16	-2.9	-1	-6	3	-3	-2	-2
Cc1cccc(C)c1N1C(=O)C2ON(c3ccccc3)C(c3ccncc3)C2C1=O (stereo unspecified)	0	11	22	-8	2.9	-1	-15	10	10	2	-3
CCc1nc2ccc(C(=O)NCCOc3ccc(OC)cc3)cn2c1N(CC)Cc1ccc(OC)c(OC)c1	2	.	-5	4	-2.9	.	9	-1	-4	12	-7
CC(=O)OC(COc1cccc(C)c1)Cn1cnc2ccccc21 (stereo unspecified)	-11	-8	-11	-126	-0.3	-1	21	-37	4	0	2
Cc1ccc(S(=O)(=O)N2CCC(=O)N([C@H](COCc3cccc(C(F)(F)F)c3)C(C)C)CC2)cc1	.	.	24	8	-1.8	.	.	.	-3	.	-13
O=C(Cn1ncc2c([nH]c3ccccc32)c1=O)N1CCc2ccccc2C1	8	6	-6	13	0.0	0	3	4	-5	3	-2
C#Cc1cccc(C(=O)N(Cc2cccnc2)CC2CCCN(C3CCCCC3)C2)c1 (stereo unspecified)	-2	.	4	-2	-0.6	.	12	-37	1	-2	-5
CC1CC(C)(C)CC2(C1)NC(=O)N(CC(=O)N1CCN(S(=O)(=O)c3cccc(F)c3)CC1)C2=O (stereo unspecified)	-1	-8	-4	7	-0.7	.	7	22	4	3	-19
COc1ccc(-c2nc3ccccc3c(=O)n2CCCn2ccnc2)cc1	-8	2	-12	7	-0.2	-2	4	-3	3	8	-5
Cc1ccc(CNC(=O)CSc2nc3ccccc3[nH]2)cc1	5	-3	-5	-35	-0.8	1	19	-12	-2	-5	-5
Cc1ccc(C2C(C#N)=C(N)Oc3cc4c(cc32)OCO4)cc1 (stereo unspecified)	2	20	-5	25	-3.9	-2	7	27	0	4	-5
O=C(Cc1ccc(Br)cc1)NCCCn1ccnc1	-7	-3	9	24	-0.4	4	17	-5	0	4	-21
CC1=C(O)C(=O)C(C2=C(O)C(=O)C(C)=C(O)C2=O)=C(O)C1=O	.	2	17	-3	-2.0	.	-24	15	5	3	.
Cc1ccc(CNC(=O)C2CCCN(c3ncnc4c3nc3n4CCCCC3)C2)cc1 (stereo unspecified)	-3	7	-4	15	-0.1	-3	-6	8	3	3	-7
Cc1c(O)nc(SCC(=O)Nc2nccs2)n(-c2ccccc2F)c1=O	0	6	-28	-3	0.1	.	1	-15	-1	9	.
CCCCCCCCN1C(=O)[C@H](CC(=O)NCc2ccccc2)C[C@@]2(C(=O)OCC)CCCC=C12	.	.	16	9	0.4	.	.	.	2	.	-8
O=C(CCCc1c[nH]c2ccccc12)NCCc1c[nH]c2ccccc12	-18	25	-7	21	-0.5	2	4	22	-6	8	-5
COc1ccc(N2C(=O)CC(N(CCc3ccc(S(N)(=O)=O)cc3)C(=S)Nc3ccccc3)C2=O)cc1 (stereo unspecified)	-2	1	-9	8	-0.6	-5	6	18	3	1	-4
CCOC(=O)c1c(C)oc2ccc(O)c(CN3CCCCC3)c12	16	0	-21	-7	-0.2	-2	8	17	6	-6	-9
CCc1noc(C)c1C(=O)Nc1nc(-c2ccc(OC)cc2)cs1	-5	-17	-17	-41	0.1	6	9	-30	-6	-4	-5
CC(C)(C)NC(=S)NNC(=O)[C@H]1C[C@@H]1c1ccccc1	1	-13	-54	-167	0.9	-1	-33	-264	2	-1	-19
COc1ccccc1-c1ccc2c(c1)C(C)(Cc1ccc(F)c(Cl)c1)C(=O)N2 (stereo unspecified)	-3	.	-5	-15	-1.9	.	23	20	9	-30	-11
COc1ccccc1C(=O)N/N=C/c1cnc2ccccc2n1	-4	-10	-38	-15	2.6	3	1	-19	4	0	-5
C/C(=N\Nc1cccc([N+](=O)[O-])c1)c1ccccc1O	19	-59	-61	-330	0.6	-2	-66	-262	-5	-16	-5
CCN(CC)S(=O)(=O)c1cccc(C(=O)N/N=C/c2ccc(O)c(O)c2O)c1	4	27	-36	9	0.1	2	79	-1	3	42	-5
O=C1OCCC1(c1ccccc1)c1ccccc1	-2	4	0	1	0.1	.	-25	15	-4	-2	-2
O=C(Nc1ccc2c(c1)OCCO2)c1ccc(CN2CCOCC2)cc1	-2	-49	-73	-201	0.0	0	-69	-175	2	-11	.
CC1(C)CC2(CCO1)N1CC3(C)CN2CC(C)(C1)C3=O (stereo unspecified)	2	8	-5	9	-0.2	-2	9	5	3	-1	.
CN1C[C@@H]2[C@@H]3C(=O)N(Cc4ccccc4)C(=O)[C@@H]3[C@](C)(C1=O)N2C(=O)c1ccc(F)cc1	1	-5	-26	4	2.3	.	13	4	0	10	-12
CCc1ccc(/C=C(\C#N)C(=O)NC2CCS(=O)(=O)C2)cc1 (stereo unspecified)	1	4	-11	12	-3.3	.	-14	-4	4	3	-9
CCOc1c2ccc(C(=O)NCCc3cccs3)cc2nn1CC	-2	-62	-88	-243	-1.0	2	-45	-238	-4	-6	-10
CN(Cc1cccc(Cl)c1Cl)c1ccc(S(=O)(=O)N2CCCCC2)cc1[N+](=O)[O-]	-4	3	-33	-13	3.0	1	20	-14	-6	-9	-6
CSc1cc(-c2ccccc2)[nH]c(=O)c1C#N	1	5	-8	8	2.7	2	-20	28	-1	15	-4
CCOc1ccccc1C(=O)Nc1c[nH]c(=O)[nH]c1=O	6	11	-5	-3	0.9	.	20	25	2	5	-3
COc1cc2[nH]c(=O)n3nc(-c4ccccc4)nc3c2cc1OC	-1	-16	2	-63	1.5	-2	3	16	-4	95*	.
CCOC(=O)Cn1c(CN2CCN(c3cccc(Cl)c3)CC2)nc2c1c(=O)[nH]c(=O)n2C	14	-1	-41	14	-0.9	3	3	29	-1	7	-6
O=C(COc1ncnc2ccccc12)NCCCN1CCCC1=O	14	-2	-4	16	1.0	-1	6	8	0	-1	-5
COc1ccc(NC(=S)Nc2ccc3snnc3c2)cc1	-3	-54	-66	-210	0.0	-1	-13	-171	-2	0	-7
O=C(NNC(=O)C12CC3CC(CC(C3)C1)C2)c1cccc([N+](=O)[O-])c1	1	-2	-25	10	-0.4	0	3	3	4	-1	-7
O=C(c1ccc(Cl)s1)N1CCN(c2ccccc2)CC1	-4	-16	-2	-46	-0.5	4	3	-28	-2	6	-19
Cc1occc(=O)c1OC(=O)Nc1ccccc1	8	-23	-47	-145	-3.0	-4	2	-101	-1	-7	-5
CC1=C(N2CCCCC2)CCC1=O	-6	-6	0	2	0.9	-2	-13	5	0	8	-10
COc1ccc(C2=NOC(C(=O)N(C)Cc3ccccc3)C2)cc1 (stereo unspecified)	-6	6	-21	-17	-0.9	0	-19	-16	-6	-2	3
CCOc1ccc(NC(=S)N=Nc2c(O)[nH]c3ccccc23)cc1	-1	10	-1	-16	0.1	-1	37	-12	-2	40	-7
COc1cccc(COc2ccc3c(C)cc(=O)oc3c2)c1	-1	-109	-199	-215	-0.6	-3	-63	-309	-2	-4	-19
CCOc1cc(/C=C2\C(=N)N3N=C(C)SC3=NC2=O)ccc1OCCOc1ccccc1	4	-8	4	11	-0.6	0	9	-7	-1	-3	-5
Cc1ccc(NC(=O)NC2CC(=O)N(c3ccc4c(c3)OCCO4)C2)cc1F (stereo unspecified)	-6	-4	30	15	-0.3	2	-3	23	3	-2	-7
O=C(C1CCN(S(=O)(=O)c2ccccc2F)CC1)N1CCc2ccccc2C1	-2	5	3	6	-0.4	-2	11	-2	-4	8	-2
